TRb SRC2 PPI: TRbeta-SRC2 interaction inhibition; P10828; TRbeta-SRC2 peptide binding, fluorescence polarization; receptor liganded with 1 µM T3; Potency, µM (doses to about 106 µM), for inactives: at the top dose activity change, negative = inhibition, most hits filed as inhibitors; 0.065% of 280,000 active; AID 1469;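 also: plate controls were bound peptide for no effect and peptide without receptor for full effect; nearly all actives have a fitted effect of over 50% in size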
Target sequence (P10828 whole entry, looked up): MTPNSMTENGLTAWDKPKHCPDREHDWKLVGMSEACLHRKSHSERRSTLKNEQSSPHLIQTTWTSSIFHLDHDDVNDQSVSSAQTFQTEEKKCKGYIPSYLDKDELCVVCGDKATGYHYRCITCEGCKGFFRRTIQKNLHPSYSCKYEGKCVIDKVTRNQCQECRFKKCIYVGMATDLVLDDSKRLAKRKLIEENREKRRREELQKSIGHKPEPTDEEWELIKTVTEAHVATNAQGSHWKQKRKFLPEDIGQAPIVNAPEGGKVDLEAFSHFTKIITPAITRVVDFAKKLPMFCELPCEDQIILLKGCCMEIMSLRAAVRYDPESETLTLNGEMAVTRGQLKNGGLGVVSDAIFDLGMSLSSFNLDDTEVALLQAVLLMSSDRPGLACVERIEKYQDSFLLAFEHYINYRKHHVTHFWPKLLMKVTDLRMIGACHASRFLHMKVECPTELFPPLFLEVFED
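Fluorescence polarization of 20 nM Texas Red SRC2 peptide (20-aa NR interaction domain) bound to 0.6 uM human TRb ligand-binding domain, with 1 uM T3, after 5 hr at ambient temperature; inhibition seen as decreased polarization.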
RGS12 GoLoco inh: RGS12 GoLoco-Gai1 interaction inhibition; 0.44% of 230,000 active; P63096; Gai1:RGS12 GoLoco peptide FP, rhodamine, 10 min; AID 880; Potency, µM (highest dose often 61.6 µM), for inactives: at the top dose activity, negative = inhibition, hits mostly inhibitors; active = well fitted inhibition curve with a large enough effect, not every such curve was filed as active; inactive = no such curve, though single readings can be large or run the other way; also: nearly all actives have a fitted effect of over 30% in size; many of its hits are not listed in these tables
Target sequence (P63096 whole entry, looked up): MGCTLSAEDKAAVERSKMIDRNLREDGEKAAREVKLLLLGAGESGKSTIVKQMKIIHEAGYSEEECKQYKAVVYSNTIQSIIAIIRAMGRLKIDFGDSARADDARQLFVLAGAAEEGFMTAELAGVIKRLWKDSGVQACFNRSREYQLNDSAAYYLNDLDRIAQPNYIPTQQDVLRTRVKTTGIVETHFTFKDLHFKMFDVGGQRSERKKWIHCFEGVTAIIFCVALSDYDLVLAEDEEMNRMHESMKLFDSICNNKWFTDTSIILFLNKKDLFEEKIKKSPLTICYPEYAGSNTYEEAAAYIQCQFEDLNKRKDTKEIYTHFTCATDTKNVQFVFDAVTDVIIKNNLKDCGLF
RECQ1 inh: blocks DNA unwinding by human RECQ1; AID 2549; 0.54% of 240,000 active; Potency, µM (highest dose often 57.3 µM), for the others: at the highest dose activity, negative = inhibition, most hits filed as inhibitors; RECQ1 DNA unwinding, red fluorescence kinetic read; P46063;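 also: plate controls were vehicle for no effect and no enzyme for full effect; nearly all actives have a fitted effect of over 30% in size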
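RECQ1T1 50 nM; forked duplex (20 bp + 30-nt ss tails) 200 nM, ATP 2 mM final; pH 8.0, 2 mM MgCl2, 2.5 ug/ml poly(dI-dC); 15 min compound preincubation; discontinuous kinetic read over 2 h at RT.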
Tau fibril FP: tau fibrillization inhibition (FP) | K18 P301L tau heparin fibrillization, Alexa594 FP, 6 h | Potency, µM (highest dose often 57.7 µM), inactives show at the top dose activity, negative = inhibition, most hits filed as inhibitors | P10636 | 0.39% of 280,000 active | AID 1468; also: nearly all actives have a fitted effect of over 55% in size
Target sequence (P10636 561-689 P618L limits assumed): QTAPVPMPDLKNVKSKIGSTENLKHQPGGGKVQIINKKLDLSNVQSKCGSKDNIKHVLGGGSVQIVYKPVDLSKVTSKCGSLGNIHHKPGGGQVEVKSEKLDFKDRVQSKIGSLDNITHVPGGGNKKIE
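Steps: dispense K18 P301L tau (15 uM plus 0.24 uM Alexa 594 tracer, final) in pH 7 sodium acetate; add compound; add heparin (20 uM final); incubate 6 hr, 37 C; add ThT (30 uM final); after 1 hr ambient, read FP.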
TR SRC2 fluor cs: Texas Red fluorescence interference in TRb-SRC2 counter-screen | TRb/SRC2 Texas Red total fluorescence interference | Potency, µM (top dose mostly 106 µM), for the others: at the highest dose fluorescence change, negative = quenching | 0.29% of 280,000 active | AID 1479; active = well fitted curve in either direction with a large enough effect; inconclusive = small, poorly fitted or top-dose-only effect
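Human TRβ ligand-binding domain (0.6 uM) and Texas Red SRC2 peptide (20 nM) in Tris buffer with 1 uM T3 and 5% DMSO were incubated with pinned compound for 5 hr at ambient temperature. Total fluorescence was computed as S + 2P (555/632 nm).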
JMJD2E inh: inhibitors of human JMJD2E histone demethylase | B2RXH2 | JMJD2E catalytic domain, FDH-coupled NADH fluorescence (FDH is formaldehyde dehydrogenase) | Potency, µM (top dose mostly 57.1 µM), without a hit: at the top dose activity change, negative = inhibition, actives largely listed as inhibitors | 1.6% of 230,000 active | AID 2147; active = well fitted inhibition curve with a large enough effect, not every such curve was filed as active; inconclusive = small, poorly fitted or top-dose-only effect, or another doubt; inactive = no such curve, though single readings can be large or run the other way;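 also: 0% = wells with enzyme and -100% = buffer wells without enzyme; nearly all actives have a fitted effect of over 50% in size; many of its hits are not listed in these tables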
Tau fibril ThT: blocks human tau fibril formation measured by thioflavin T; 2.1% of 270,000 active; Potency, µM (top dose mostly 57.4 µM), inactives show top-dose activity, negative = inhibition, usual class: inhibitors; P10636; recombinant tau K18 P301L (four-repeat tau fragment), heparin-induced fibrillization, ThT fluorescence; also: nearly all actives have a fitted effect of over 55% in size
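Recombinant human tau K18 fragment […] carrying P301L, 15 uM unlabeled plus 0.24 uM Alexa 594-labeled, was fibrillized with 20 uM heparin in 100 mM sodium acetate pH 7 for 6 hr at 37 C; 30 uM ThT fluorescence read after 1 hr.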
L3MBTL1 block: blocks human L3MBTL1; AlphaScreen L3MBTL1–H3K9me1 peptide binding; Potency, µM (doses to about 57.1 µM), without a hit: at the top dose activity, negative = inhibition, most hits filed as inhibitors; 0.66% of 230,000 active; also: nearly all actives have a fitted effect of over 60% in size
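L3MBTL1 50 nM + b-AHA-H3(1-15)K9me1 75 nM, 30 min RT; compound added, 30 min RT; streptavidin donor/Ni-chelate acceptor beads 10 ug/mL each final, 30 min RT dark; AlphaScreen read.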
Starred values were filed as active, the others as inactive; i = inactive; u = inconclusive; x = not tested or not shown; [ ] = another dose, or the depositor's remark. Unless noted, calls follow the shape of the dose curve; as a rule, active = well fitted curve in the direction sought with a large enough effect; inconclusive = small, poorly fitted or top-dose-only effect, or another doubt; inactive = no such curve, though single readings can be large; an effect the other way counts as inactive or inconclusive. Unless noted, % is scaled to controls: 0 for no effect and ±100 for the full control effect; potency is read from the fitted curve at half-maximal effect.

1: CCCCOC(=O)Nc1ccccc1C(N)=O
2: CS(=O)(=NS(=O)(=O)c1ccc(Cl)cc1)c1ccccc1 (centres undefined)
3: O=C(c1cc(-c2cccnc2)nc2ccc(Br)cc12)N1CCN(c2ncccn2)CC1
4: CCOC(=O)c1cccc(NC(=O)c2cc3c(=O)n(C)c4ccccc4c3n2C)c1
5: O=C(CC1C(=O)NCCN1Cc1cccc(Oc2ccccc2)c1)NCCc1ccccn1 (centres undefined)
6: Clc1ccc2c(c1)C(N1CCNCC1)Cc1ccccc1S2 (centres undefined)
7: COc1ccc(OC)c(C(=O)N2CCC(C(=O)c3ccc(F)cc3)CC2)c1
8: Cc1cc(=O)oc(C)c1C(=O)OC(C(=O)c1ccccc1)c1ccccc1 (centres undefined)
9: Cc1cc(C)nc(N2CCC(C(=O)Nc3ccc4c(c3)OCCO4)CC2)n1
10: CC(C)OCCCNC(=O)c1cc(Sc2ccc(F)cc2)nc2ccccc12

assay / compound,1,2,3,4,5,6,7,8,9,10
TRb SRC2 PPI,3%,-10%,-4%,1%,-2%,-11%,-19%,2%,4%,1%
RGS12 GoLoco inh,-6%,18%,-8%,x,10%,8%,128%[activator],6%,9%,1%
RECQ1 inh,12%,-1%,6%,x,i,-2%,-3%,-16%,-9%,-4%
Tau fibril FP,-3%,-13%,-8%,2%,-2%,-7%,3%,6%,10%,1%
TR SRC2 fluor cs,-2%,1%,2%,-6%,0%,-2%,-2%,0%,2%,-1%
JMJD2E inh,-3%,-2%,-8%,x,-28%,-1%,1%,-16%,u,6%
Tau fibril ThT,-6%,-7%,-6%,-8%,-23%,u,-7%,-4%,-4%,0%
L3MBTL1 block,3%,-12%,-3%,x,-13%,-7%,4%,-4%,x,u

11: O=C(c1sc2ccccc2c1Cl)N(Cc1ccco1)C1CCS(=O)(=O)C1 (centres undefined)
12: COc1ccc(C(=O)Nc2ccccc2-c2nc3ccccc3s2)c(OC)c1
13: COc1ccc(NCc2cc3ccc(OC)cc3n(CC(=O)Nc3cccc(OC)c3)c2=O)cc1
14: Cc1cc(F)ccc1NC(=O)CCn1nc(C)c(S(=O)(=O)N2CCCCC2)c1C
15: N#CC(C(=O)NCCc1ccccc1)c1nc2ccccc2nc1N1CCOCC1 (centres undefined)
16: Cc1c(C(=O)N(Cc2ccccc2)C(C)C)cnn1-c1ccccc1
17: NC(N)=NS(=O)(=O)c1ccc(N=C2C(=O)Nc3ccccc32)cc1
18: COC(=O)/C=C1/N/C(=N\c2nc(C)cc(C)n2)N(c2ccc(C)c(C)c2)C1=O
19: Cc1ccc2oc(=O)c3cnn(CC(=O)N4CCc5ccccc5C4)c3c2c1
20: NNc1nc2c(F)cccc2s1

assay / compound,11,12,13,14,15,16,17,18,19,20
TRb SRC2 PPI,-1%,6%,0%,0%,-17%,3%,2%,2%,-5%,7%
RGS12 GoLoco inh,-4%,x,x,x,7%,-3%,10%,0%,-1%,-12%
RECQ1 inh,-6%,x,x,x,-4%,13%,2%,-6%,-9%,-8%
Tau fibril FP,1%,u,u,5%,3%,-1%,-8%,-3%,3%,u
TR SRC2 fluor cs,-3%,u,-2%,-1%,-2%,-2%,-3%,3%,-2%,-22%
JMJD2E inh,5%,x,x,x,-9%,8%,9%,-4%,14%,-12%
Tau fibril ThT,-7%,-1%,1%,4%,-17%,1%,-15%,-17%,u,16µM*
L3MBTL1 block,-5%,x,x,x,14%,3%,-11%,1%,x,-17%

Looked up by compound from the entries so far, 2 records:
12: COc1ccc(C(=O)Nc2ccccc2-c2nc3ccccc3s2)c(OC)c1
20: NNc1nc2c(F)cccc2s1

assay / compound,12,20
TRb SRC2 PPI,6%,7%
RGS12 GoLoco inh,x,-12%
RECQ1 inh,x,-8%
Tau fibril FP,u,u
TR SRC2 fluor cs,u,-22%
JMJD2E inh,x,-12%
Tau fibril ThT,-1%,16µM*
L3MBTL1 block,x,-17%

New compounds follow.
21: Cc1ccc(OCc2nnc(NC(=O)c3cccnc3)s2)cc1
22: NS(=O)(=O)O
23: CCO/C=C1/C(=O)N(C)C(=O)c2cc(OC)ccc21
24: COC(=O)c1sccc1NC(=O)CSc1cc(Cl)ccc1Cl
25: O=C(Nc1ccccn1)c1sc2cccc(F)c2c1Cl
26: Cc1c(C(C)O)nnn1-c1nonc1N (centres undefined)
27: O=C(c1cnc2n(c1=O)CCS2)N1CCN(c2ccccc2Cl)CC1
28: O=C(Nc1ccccc1)Nc1cc(OCC(F)(F)F)cc(OCC(F)(F)F)c1
29: O=C(Nc1c(F)cc(F)cc1Br)c1cc(-c2ccc(O)cc2)on1
30: CCOc1ccc(S(=O)(=O)N/N=C(\C)Cc2ccc(OC)cc2)cc1

assay / compound,21,22,23,24,25,26,27,28,29,30
TRb SRC2 PPI,-1%,-1%,-6%,-3%,5%,5%,5%,4%,u,-1%
RGS12 GoLoco inh,13%,5%,-10%,5%,1%,0%,6%,-1%,9%,-7%
RECQ1 inh,16%,6%,-9%,-2%,-4%,12%,-2%,-3%,0%,-1%
Tau fibril FP,-6%,x,1%,2%,-8%,-6%,-3%,11µM*,-4%,-5%
TR SRC2 fluor cs,-1%,0%,-2%,1%,-4%,2%,-1%,-3%,u,0%
JMJD2E inh,1%,x,-30%,0%,7%,4%,1%,-5%,1%,6%
Tau fibril ThT,-8%,x,-14%,-4%,-7%,-8%,9%,-15%,-2%,1%
L3MBTL1 block,x,x,x,26%,x,5%,3%,7%,-13%,-2%

31: Cc1cc(-c2ccccc2)oc(=O)c1NC(=O)c1ccccc1
32: CCOc1ccc(CNC(=O)c2cnc3sc(N4CCOCC4)nn3c2=O)cc1
33: Cc1[nH]nc2c1C(C(C)c1ccccc1)C(C#N)=C(N)O2 (centres undefined)
34: CN=c1scc(-c2cccs2)n1/N=C/c1ccccc1O
35: C=C(C)CC(NCc1ccco1)c1ccc(OC)cc1 (centres undefined)
36: C=CCNC(=O)C1CCN(c2cc(C)nc(-c3ccccc3)n2)CC1
37: CCn1c(C)nc2cc(C(=O)NNC(=O)Nc3ccc(Cl)cc3)ccc21
38: CC(C)(C)C1=Nn2c(nnc2C2CCCCC2)SC1
39: CC(C)(Oc1ccc(Cl)cc1)C(=O)N1CCC(C(N)=O)CC1
40: CCOc1ccc2nc(NCCCO)[nH]c2c1

assay / compound,31,32,33,34,35,36,37,38,39,40
TRb SRC2 PPI,-3%,4%,-1%,-9%,4%,0%,3%,3%,-2%,-10%
RGS12 GoLoco inh,19%,x,4%,-12%,17%,1%,82%[activator],-21%,16%,0%
RECQ1 inh,i,x,-17%,-7%,i,i,-5%,-10%,-9%,2%
Tau fibril FP,-8%,8%,8%,-8%,-9%,-8%,-5%,1%,3%[2.34 µM],6%
TR SRC2 fluor cs,-7%,1%,-1%,0%,-2%,-1%,4%,0%,24%,-3%
JMJD2E inh,0%,x,2%,-1%,-8%,-40%,-4%,-2%,-6%,2%
Tau fibril ThT,-9%,4%,-3%,11%,-3%,4%,1%,-8%,-5%,-6%
L3MBTL1 block,-4%[11.4 µM],x,x,-25%,1%,-4%,5%,29%,3%,1%

Sorted by molar mass (ascending): 4 of the compounds above.
8: Cc1cc(=O)oc(C)c1C(=O)OC(C(=O)c1ccccc1)c1ccccc1 (centres undefined)
7: COc1ccc(OC)c(C(=O)N2CCC(C(=O)c3ccc(F)cc3)CC2)c1
32: CCOc1ccc(CNC(=O)c2cnc3sc(N4CCOCC4)nn3c2=O)cc1
3: O=C(c1cc(-c2cccnc2)nc2ccc(Br)cc12)N1CCN(c2ncccn2)CC1

assay / compound,8,7,32,3
TRb SRC2 PPI,2%,-19%,4%,-4%
RGS12 GoLoco inh,6%,128%[activator],x,-8%
RECQ1 inh,-16%,-3%,x,6%
Tau fibril FP,6%,3%,8%,-8%
TR SRC2 fluor cs,0%,-2%,1%,2%
JMJD2E inh,-16%,1%,x,-8%
Tau fibril ThT,-4%,-7%,4%,-6%
L3MBTL1 block,-4%,4%,x,-3%

Other results follow:
41: Cc1ccc2c(c1)nnn2C1CCN(CC(=O)N(c2ccccc2)c2ccccc2)CC1
42: Cc1ccc2cc(C)c(SCC(=O)NCc3ccco3)nc2c1
43: CCOc1ccc(CNC(=O)C2CCN(S(=O)(=O)c3cn(C)cn3)CC2)cc1
44: Cc1nnc(N(Cc2ccccc2)C(=O)c2cnccn2)s1
45: CN1CCN(C(=O)C2=C[C@@H](c3ccccc3)C[C@@H](OCCCCO)O2)CC1
46: O=C1NC(=Nc2ccccc2)S/C1=C/c1cccs1
47: CCOC(=O)c1c(NC(=O)c2cc(-c3ccc(O)cc3)on2)sc(C(C)=O)c1C
48: O=C(/C=C/c1ccc(O)c(O)c1)NC(=O)c1ccccc1O
49: COc1ccc(/C=N/Nc2ncnc3sc4c(c23)CCCC4)cc1O
50: Cc1nc(N2CCN(c3ccccc3)CC2)[nH]c(=O)c1Cc1ccccc1

assay / compound,41,42,43,44,45,46,47,48,49,50
TRb SRC2 PPI,4%,-1%,1%,-1%,-11%,2%,4%,1%,1%,-1%
RGS12 GoLoco inh,3%,9%,x,10%,-6%,4%,14%,-3%,5%,0%
RECQ1 inh,15%,i,x,-17%,-1%,-2%,-11%,-13%,-4%,1%
Tau fibril FP,10%,5%,6%,-6%,0%,1%,-4%,9%,u,6%
TR SRC2 fluor cs,1%,-1%,0%,-1%,0%,-1%,-2%,-5%,-4%,0%
JMJD2E inh,-9%,-3%,x,4%,-5%,10%,3%,14µM*,-4%,5%
Tau fibril ThT,-3%,-17%,6%,-5%,-9%,-20%,-3%,u,u,-1%
L3MBTL1 block,x,-2%,x,3%,-4%,x,-12%,x,-12%,6%

A portion of the library; rates above refer to the full screens.
